Source: PubChem
A3A deaminase: human APOBEC3A DNA deaminase inhibition; P31941; recombinant A3A, FAM/TAMRA ssDNA deamination fluorescence; inhibition, % at 20 µM; 330,000 compounds, 0.41% hits;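 active = at least 40% inhibition at 20 µM here, with at most 30% in a related deaminase screen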;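 note: plate controls were A3A with DMSO for no effect and wells lacking A3A enzyme for full effect; some results filed as inactive read as strong as hits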
Target sequence (P31941 whole entry, looked up): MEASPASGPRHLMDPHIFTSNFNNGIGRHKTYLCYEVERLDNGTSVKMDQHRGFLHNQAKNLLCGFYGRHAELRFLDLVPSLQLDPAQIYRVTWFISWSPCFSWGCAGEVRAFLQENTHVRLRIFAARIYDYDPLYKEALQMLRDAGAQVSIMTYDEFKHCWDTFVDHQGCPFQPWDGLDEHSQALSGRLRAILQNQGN
HKDC1 inhibitor: blocks human hexokinase HKDC1 activity | Q2TB90 | recombinant HKDC1, G6PDH/diaphorase resazurin coupled fluorescence | inhibition, % at 20 µM | 340,000 compounds, 0.16% hits | AID 493160;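 active = inhibition above about 35% when tested at 20 µM, limit read from the data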;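 note: plate controls were DMSO wells with enzyme for no effect and DMSO wells lacking enzyme for full effect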
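Test system: HK5 enzyme. Quantity: 5 µg/mL HK5 final. Reagent: glucose and ATP substrates. Schedule: 90 min reaction incubation at room temperature, dark. Technique: resazurin-to-resorufin fluorescence via G6PDH and diaphorase coupling, 525/613 nm. Control set: DMSO wells with and without enzyme mix.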
PfG6PD inh: PfG6PD (Plasmodium falciparum) enzyme inhibition; AID 504690; inhibition, % at 20 µM; 350,000 compounds, 0.78% hits; PfGluPho enzyme, NADPH resazurin-diaphorase fluorescence;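 active = inhibition reaching at least a set limit at 20 µM in the primary screen, cut at about 59% in these data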;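 note: 0% = DMSO wells with substrate and 100% = DMSO wells lacking glucose-6-phosphate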
mIAP act: increases mouse intestinal alkaline phosphatase activity; muIAP, CDP-Star luminescence, 30 min; active compounds read high; 1 = vehicle-only enzyme signal, 0 = enzyme-free wells; activation factor at 10 µM; 330,000 compounds, 0.24% hits;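 active = activation factor of at least 2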; note: the source names both 10 and 20 µM as test concentration; values of inactives mirror those of a sister screen read the other way
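Assay system: mouse IAP enzyme; Reagent: CDP-Star chemiluminescent phosphatase substrate; Compound: DMSO-dissolved test compounds; Incubation: 30 min, room temperature; Technique: luminescence from enzymatic CDP-Star hydrolysis; Controls: DMSO-only wells and no-enzyme negative control.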
mIAP block: blocks mouse intestinal alkaline phosphatase. 330,000 compounds, 0.2% hits. inhibition, % at 10 µM. purified mouse IAP, CDP-Star luminescence, 30 min;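 active = inhibition of at least 40% at 10 µM in the primary screen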;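 note: plate controls were DMSO with enzyme for no effect and no enzyme wells for full effect; values of inactives mirror those of a sister screen read the other way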
hIAP activ: increases human intestinal alkaline phosphatase activity | P09923 | purified human IAP, CDP-Star luminescence, 30 min; active compounds read high; 1 = vehicle-only enzyme, 0 = enzyme-free background | activation factor at 10 µM | 330,000 compounds, 0.16% hits | AID 2524;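 active = activation factor of the enzyme at least 2-fold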; note: the source names both 10 and 20 µM as test concentration; values of inactives mirror those of a sister screen read the other way
Target sequence (P09923 whole entry, looked up): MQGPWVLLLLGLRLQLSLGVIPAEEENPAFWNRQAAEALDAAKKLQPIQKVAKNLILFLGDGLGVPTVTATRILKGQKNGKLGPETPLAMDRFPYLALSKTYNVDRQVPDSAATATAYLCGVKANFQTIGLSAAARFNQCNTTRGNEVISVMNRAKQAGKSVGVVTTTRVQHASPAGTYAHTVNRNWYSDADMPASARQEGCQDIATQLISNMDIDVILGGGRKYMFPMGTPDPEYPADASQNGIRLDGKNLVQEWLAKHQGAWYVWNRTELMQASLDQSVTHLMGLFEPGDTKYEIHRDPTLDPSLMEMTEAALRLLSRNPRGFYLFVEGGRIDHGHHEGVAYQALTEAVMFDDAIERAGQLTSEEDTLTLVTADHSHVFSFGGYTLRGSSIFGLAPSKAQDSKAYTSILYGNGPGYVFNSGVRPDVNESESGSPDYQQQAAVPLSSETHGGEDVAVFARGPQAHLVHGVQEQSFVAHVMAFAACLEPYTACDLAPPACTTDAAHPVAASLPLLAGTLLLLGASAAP
hIAP inh: human IAP inhibition. purified IAP, CDP-Star luminescence, 30 min. inhibition, % at 10 µM. 330,000 compounds, 0.12% hits;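 active = inhibition reaching a set limit with compound at 10 µM in the primary screen, cut at about 35% in these data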;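 note: plate controls were DMSO wells with enzyme for no effect and no-enzyme buffer wells for full effect; values of inactives mirror those of a sister screen read the other way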
ATG4B inh: ATG4B (human) cysteine protease inhibition | AID 504462 | Q9Y4P1 | inhibition, % at 8.33 µM | 340,000 compounds, 0.51% hits | ATG4B cleavage of LC3-PLA2, NBD-HPC fluorescence, 1 h; in the data active = inhibition above about 40%
Starred values were filed as active, the others as inactive.

A3A deaminase	HKDC1 inhibitor	compound	PfG6PD inh	mIAP act	mIAP block	hIAP activ	hIAP inh	ATG4B inh
-7	-13	CCOC(=O)N1CCN(C(=S)Nc2cccc(C)c2C)CC1	7	1	-2	0.99	1	5
3	-8	CCOc1nc(-c2ccccc2Cl)ccc1C#N	-1	0.9	10	0.87	13	0
-2	1	OCCC1CN(Cc2ccc(-n3cccn3)cc2)CCN1Cc1ccccc1 (stereo not given)	-2	1	0	0.94	6	-10
-1	-9	CCC(C)NC(=O)C1(NC(=O)Nc2ccccc2)CCCCC1 (stereo not given)	5	1.1	-5	1	-3	-6
3	-2	O=c1[nH]nc(-c2ccccc2)c2ccccc12	5	1	-3	1.1	-7	-1
3	-14	CCOC(=O)C1CCCN(Cc2cc(Br)c(OC)cc2OC)C1 (stereo not given)	-3	0.97	3	1	0	5
1	-2	COc1cc([N+](=O)[O-])c(C(=O)N2CCOCC2)c([N+](=O)[O-])c1	-4	1.1	-10	0.96	4	2
3	-5	Cn1c(=O)cc(SCC(=O)NCCC2=CCCCC2)c2cc(Cl)ccc21	20	0.89	11	0.87	13	-3
-2	-3	CS(=O)(=O)N(CC(=O)N1CCCCCC1)c1ccccc1	-14	1.2	-20	1	-4	-2
-4	-3	Cc1ccccc1C(=O)NC(=S)Nc1ccccc1N1CCCC1	18	0.86	14	1	-4	19
5	-8	O=[N+]([O-])c1ccc(Sc2ccccc2)nc1	26	1.1	-7	0.97	3	-2
-4	-6	CC1CN(C(=O)c2ccc(OC3CCN(Cc4ccccn4)CC3)cc2)CCN1C (stereo not given)	5	0.97	3	1.3	-25	20
0	1	CCCOc1c(Cl)cc(/C=N/O)cc1OCC	7	1.1	-6	0.97	3	3
4	1	O=C(O)C(CO)(c1ccccc1)c1ccccc1	-21	1	-4	0.93	7	5
1	0	CC[C@]1(c2cccc(C)c2)C(=O)N(C(=O)OC)N1C(=O)OC	2	0.99	1	0.93	7	-7
4	12	COc1nc(SC)nc(Cl)c1Cc1ccc(OC(C)C)cc1	-17	0.98	2	0.95	5	0
0	-7	CCN(CC)S(=O)(=O)c1ccc(Br)c(OC)c1	-19	0.95	5	1	0	-2
-2	-2	NS(=O)(=O)c1cc(C(=O)Nc2ccc3c(c2)OCCCO3)ccc1Cl	1	1.1	-6	1.1	-10	-20
-3	3	CNC(=O)C1CC(=O)N(Cc2ccc3c(c2)OCO3)C(=Nc2ccc(OC)cc2)S1 (stereo not given)	14	1.1	-6	1.2	-18	0
3	-1	CC(O)c1nc2ccccc2n1CCCCOc1ccccc1 (stereo not given)	8	1	-1	1.1	-8	-10
-2	-8	CCn1c(SCC(=O)NC2CC2)nnc1-c1ccccc1OC	-4	0.99	1	1.1	-6	-5
0	2	CC(C)c1ccc(O)c(C(=O)c2cnn(-c3ccccc3)c2)c1	14	0.94	6	0.96	4	-6
-9	0	Cc1cc(C(C)(C)C)ccc1OCCCCN1CCCC1	-11	1	-3	1	0	14
4	-5	CC(=O)/C=C1/C(=O)Nc2ccccc21	8	0.93	7	1.1	-12	0
4	-9	COc1ccc(C2CC(c3ccccc3)=NN2C(=O)COC(=O)c2cc(S(=O)(=O)N3CCOCC3)ccc2Cl)cc1 (stereo not given)	-2	1	-4	1	-1	4
-3	-2	CCn1c(Sc2nc(C)nc3scc(-c4cccs4)c23)n[nH]c1=O	-1	1	-2	1.1	-15	-5
-4	0	CCC1CCC2(CC1)NC(=O)N(CC(=O)c1c(C)[nH]c3ccccc13)C2=O (stereo not given)	5	1.1	-5	0.97	3	-5
-1	-1	CCC1CCCCN1CCN1C(=O)C2C(C(=O)Nc3ccc(OC)cc3)C3C=CC2(O3)C1C(=O)NC1CCCCC1 (stereo not given)	-10	1.1	-12	1.2	-17	-8
-3	6	O=S(=O)(NCc1cccnc1)c1ccc(Br)s1	11	0.98	2	0.96	4	0
-4	-4	Oc1oc(-c2ccccc2Br)nc1C=Nc1ccc(Br)cn1	5	0.92	8	0.96	4	19
2	-1	CCN(CC(N)=O)S(=O)(=O)c1ccc(F)cc1	-14	1.1	-7	0.92	8	2
1	6	Cc1nc(Sc2ccc(Br)cc2)c(C#N)c(C)c1[N+](=O)[O-]	-6	0.97	3	1.2	-18	0
3	3	COc1ccc(C(=O)COC(=O)CNC(=O)C2CCCCC2)c(OC)c1	-5	0.98	2	0.96	4	-3
7	2	O=C1Nc2ccc(F)cc2C12SCCS2	0	0.83	17	0.97	3	-5
0	3	NC(=NCc1ccco1)NC(=O)c1ccc(Cl)cc1	7	1	-3	0.91	9	-2
-1	13	CCOc1ccc(C(=O)Nc2ccc(N3CCN(C(C)=O)CC3)cc2)cc1[N+](=O)[O-]	9	1	-2	0.89	11	-12
-9	-4	c1ccc(Cn2c(Sc3nnnn3-c3ccccc3)nnc2-c2ccccc2)cc1	-10	1	-1	0.84	16	20
0	-5	Cc1cc(C)n2nc(C)c(-c3ccccc3)c2n1	10	1.1	-13	1	-1	2
14	-3	CC12CCC(=O)N1C(C(=O)N1CCN(S(=O)(=O)c3ccc(F)c(F)c3)CC1)CS2 (stereo not given)	2	0.88	12	1	-4	0
5	0	O=C(O)c1cc(S(=O)(=O)O)cc(Nc2c3ccccc3nc3ccccc23)c1O	-30	0.96	4	1.2	-16	2
-1	-4	COc1cccc2cc(C(=O)NC3CC4CCC3C4)oc12 (stereo not given)	11	0.95	5	1	-3	-4
-3	2	O=c1cc(Cl)c2ccccc2n1-c1ccccc1	-8	1	-1	0.97	3	6
0	-3	CCOc1ccc(NC(=O)CN(C)CC(=O)Nc2cccc(Cl)c2C)cc1OCC	0	1.1	-11	1.1	-13	-5
-4	-6	CCNC(=O)Cc1ccc(S(=O)(=O)N2CCOCC2)s1	8	0.98	2	0.91	9	-8
-1	-3	CCC(OC(=O)c1nsc(Cl)c1Cl)C(=O)NC(C)(C)C (stereo not given)	-9	1.1	-11	1.1	-12	4
64*	-4	CN1CCC(N(C)S(=O)(=O)c2ccc(NC(=O)COc3ccc(F)cc3)cc2)CC1	7	0.99	0	1	-2	-9
5	6	CCOc1ccc(/C=C2\SC(=S)N(C(C(=O)O)c3ccccc3)C2=O)cc1OC (stereo not given)	0	0.86	14	0.95	5	11
-1	-5	COc1cccc(N(C(=O)Cn2nnc(-c3cccs3)n2)C(C(=O)NC(C)C)c2ccc(C)o2)c1 (stereo not given)	6	0.97	3	1.2	-15	-4
0	3	S=C(NCCN1CCOCC1)Nc1ccc(Cl)cc1Cl	-4	1.1	-6	0.73	26	-2
-3	4	COc1cc(C2c3[nH]c4ccccc4c3CCN2Cc2cn(C)nc2C)ccc1F (stereo not given)	-4	1.1	-8	0.93	7	6
-1	-3	Cc1c(-c2nc(-c3ccc(C(C)(C)C)cc3)no2)n(C)oc1=O	18	0.89	12	0.86	14	-10
-3	-2	Cn1c(SCC(=O)N2CCOCC2)nnc1-c1ccncc1	-24	1	-4	0.99	1	-8
0	2	CCOC(=O)N1CCN(C(=O)C(=O)Nc2sc3c(c2C(=O)O)CC(C)(C)OC3)CC1	-28	0.96	4	1.4	-36	16
-2	-7	Cn1c(CNC(=O)CCNC(=O)c2cccc(F)c2)cc(=O)n(C)c1=O	3	0.93	7	0.62	38*	-2
62*	-4	Cc1ccc(S(=O)(=O)N(CCC(=O)N2CCOCC2)c2ccccc2)cc1	-3	1	-1	1	-2	1
-7	-5	CCC(C(=O)NCCCN1CCN(C)CC1)n1nc(C)n2c(cc3occc32)c1=O (stereo not given)	10	0.93	7	1.2	-17	-5
-7	1	COc1ccc(-c2cc(=O)oc3cc(OCC(=O)NCCN4CCOCC4)ccc23)cc1	7	0.98	2	1.1	-7	-3
3	2	CCOC(=O)c1ccc(CNC(=O)CSc2nc(NC(=O)c3ccccc3)c3c(C)c(C)oc3n2)cc1	-16	0.99	1	0.97	3	-8
0	1	COc1ccc(N2C(=O)CC(Nc3ccc(C(=O)O)cc3)C2=O)cc1OC (stereo not given)	2	1	0	0.9	10	-6
1	-2	O=C(N/N=C/c1cn[nH]c1-c1ccccc1)c1ccco1	-15	0.99	1	1.2	-17	1

6 entries drawn at random from those above:
A3A deaminase	HKDC1 inhibitor	compound	PfG6PD inh	mIAP act	mIAP block	hIAP activ	hIAP inh	ATG4B inh
3	3	COc1ccc(C(=O)COC(=O)CNC(=O)C2CCCCC2)c(OC)c1	-5	0.98	2	0.96	4	-3
-3	6	O=S(=O)(NCc1cccnc1)c1ccc(Br)s1	11	0.98	2	0.96	4	0
1	0	CC[C@]1(c2cccc(C)c2)C(=O)N(C(=O)OC)N1C(=O)OC	2	0.99	1	0.93	7	-7
-1	-5	COc1cccc(N(C(=O)Cn2nnc(-c3cccs3)n2)C(C(=O)NC(C)C)c2ccc(C)o2)c1 (stereo not given)	6	0.97	3	1.2	-15	-4
0	2	CCOC(=O)N1CCN(C(=O)C(=O)Nc2sc3c(c2C(=O)O)CC(C)(C)OC3)CC1	-28	0.96	4	1.4	-36	16
0	1	CCCOc1c(Cl)cc(/C=N/O)cc1OCC	7	1.1	-6	0.97	3	3

(listing goes on)
A3A deaminase	HKDC1 inhibitor	compound	PfG6PD inh	mIAP act	mIAP block	hIAP activ	hIAP inh	ATG4B inh
-2	3	CCCCNC(=O)O/N=C(\N)CS(=O)(=O)C(C)(C)C	-1	1	-5	1.1	-12	-3
-5	3	CCOc1ccc(-c2nc(C#N)c(N3CCN(CC)CC3)o2)cc1	-1	0.99	1	1.7	-74	3
-5	-10	COc1ccc(-c2nn(CC(=O)NCCc3ccccc3)c(=S)n2C)cc1	-7	1	-5	0.9	10	3
-1	-5	CC(=O)Nc1cccc(Oc2ccc([N+](=O)[O-])cc2Cl)c1	12	0.9	10	0.96	4	-2
-3	-1	Cc1ccc(CN(Cc2ccco2)C(=S)Nc2ccccc2C)cc1	12	1.1	-10	1.1	-10	-22
-3	-8	O=C(Nc1ccc(NC(=O)c2ccccc2Cl)cc1)c1cccnc1	11	0.93	7	0.99	1	-12
-2	2	O=C1NC(=Nc2ccc(F)cc2)SC1Cc1ccc(F)cc1 (stereo not given)	-5	0.99	0	1.2	-21	0
-5	-9	CCOc1ccccc1NC=C1C(=O)OC2(CCCCC2)OC1=O	9	1.1	-8	1.2	-22	-2
0	-1	CCOC(=O)C1=CC[C@H]2c3c(c4ccccc4n3C)C(=O)C1N2S(=O)(=O)c1ccc(C)cc1	-12	0.99	1	0.93	7	-8
0	1	CCc1cccc(NS(=O)(=O)c2c(C)n[nH]c2C)c1	54	1	-3	0.92	8	-12
4	-4	CCSc1nnc(COc2ccccc2)n1CC	-3	0.97	3	0.98	2	0
2	-2	Cc1nc(C(C)N(C)Cc2nc(Cc3ccccc3F)no2)c(C)s1 (stereo not given)	7	0.88	12	1.1	-5	14
2	-5	Cc1cc(=S)[nH]c(=S)[nH]1	20	0.9	10	1.1	-6	-1
0	-4	Cc1cccc(C(=O)NCC(=O)NC2CCC(C)CC2)c1 (stereo not given)	-16	1.1	-6	0.96	4	2
6	2	CS(=O)(=O)N1Cc2ccccc2CC1C(=O)OCC(=O)NCc1ccccc1 (stereo not given)	6	0.97	3	1.2	-18	-8
-3	-3	CCOC(=O)CNC(=O)c1c2c(nc3ccccc13)CCCC2	-5	1.2	-18	1	-3	2
-1	3	COc1ccc(NC(=O)CN(C)C(=O)c2cccc(S(=O)(=O)N3CCCc4ccccc43)c2)cc1	0	1.1	-9	0.99	1	-13
-2	1	COc1ccc(CCn2c(C)cc(C(=O)COC(=O)c3cnc(C)cn3)c2C)cc1	-14	1	-1	0.96	4	-10
-2	7	CC(C)COc1cccc(C(=O)N(CC(=O)Nc2ccccc2C(F)(F)F)Cc2ccco2)c1	2	1.1	-10	0.9	10	-28
